TSG101-PTAP inh = blocks PTAP/TSG101 interaction to inhibit HIV-1 budding; Fluorescence polarization, FITC-PTAP peptide / Tsg101 binding; 340,000 tested, under 10 active; Q99816; Potency, µM (doses to about 115 µM), for the others: top-dose activity change, negative = inhibition, actives largely listed as inhibitors; active means well fitted inhibition curve with a large enough effect in the main read-out, with a control signal flat, not every such curve was filed as active; inconclusive means small, poorly fitted or top-dose-only effect, or effect the other way, or a change in a side signal; inactive means no such curve, though single readings can be large or run the other way; further: potency means the concentration at half of the fitted maximal effect; % of control where 0% means no effect
Target sequence (Q99816 whole entry, looked up): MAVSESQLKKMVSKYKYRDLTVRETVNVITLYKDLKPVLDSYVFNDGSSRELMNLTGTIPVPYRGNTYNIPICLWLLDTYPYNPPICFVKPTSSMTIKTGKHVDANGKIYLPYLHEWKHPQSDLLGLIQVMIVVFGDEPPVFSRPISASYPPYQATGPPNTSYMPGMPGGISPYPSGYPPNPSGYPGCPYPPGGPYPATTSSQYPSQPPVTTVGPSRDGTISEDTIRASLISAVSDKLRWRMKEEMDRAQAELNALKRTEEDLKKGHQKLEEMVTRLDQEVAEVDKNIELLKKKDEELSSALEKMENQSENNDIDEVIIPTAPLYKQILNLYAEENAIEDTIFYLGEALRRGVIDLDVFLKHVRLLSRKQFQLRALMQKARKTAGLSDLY
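Fluorescence anisotropy tracks displacement of a FITC-tagged PTAP peptide (50 nM) from the Tsg101 binding domain (10 uM), following a 20 min room-temperature incubation at pH 7.5.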
TSHR antag = blocks TSH signaling through the human TSH receptor | 330,000 compounds, 0.2% hits | P16473 | TSHR-expressing cells, TSH-stimulated cAMP HTRF, 2 h; active compounds read low | activity change, negative = inhibition, % at 11.5 µM;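 active means activity change below a set negative limit, meaning inhibition stronger than a set level, cut at about -70% in these data; inconclusive means activity change between two set negative limits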; further: on the % scale 0 is the no-effect control and ±100 the full control effect
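Cell-based HTRF cAMP assay; TSHR cells + compound, TSH EC80 (4nM final), 2 h, 37 deg C. Lysis with anti-cAMP cryptate and cAMP-d2, 30 min RT, read 665/620 nm.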
uPA generation = cell surface uPA generation inhibition | cell surface uPA generation assay, qHTS | Potency, µM (titrated, usually from 38.3 µM), without a hit: at the top dose activity change, negative = inhibition, hits mostly inhibitors | 330,000 compounds, 0.31% hits; active means well fitted inhibition curve with a large enough effect; inconclusive means small, poorly fitted or top-dose-only effect; inactive means no such curve, though single readings can be large or run the other way; tested in mouse RAW 264.7 cells; further: potency means the concentration at half of the fitted maximal effect; on the % scale 0 is the no-effect control and ±100 the full control effect; nearly all actives have a fitted effect of over 55% in size
ELG1 repair inh = inhibitors of ELG1-dependent DNA repair in HEK293T cells. HEK293T ELG1-luciferase reporter, luminescence, 16 h; DNA damage induced by 5-fluorouridine. Potency, µM (doses to about 46.1 µM), without a hit: top-dose activity change, negative = inhibition, hits mostly inhibitors. 330,000 compounds, 2.3% hits; further: potency means the concentration at half of the fitted maximal effect; on the % scale 0 is the no-effect control and ±100 the full control effect; nearly all actives have a fitted effect of over 55% in size
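HEK293T cells expressing luciferase-tagged ELG1 (2,000/well) received 5-Fluorouridine plus compound or DMSO for 16 hr at 37 °C. Luciferase was read by ONE-Glo luminescence after 30 min at room temperature.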
Tb PFK inh = blocks T. brucei phosphofructokinase. Potency, µM (top dose mostly 57.5 µM), for inactives: at the highest dose activity, negative = inhibition, hits mostly inhibitors. O15648. T. brucei PFK, ADP-Glo luminescence. 330,000 compounds, 0.17% hits;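 further: potency means the concentration at half of the fitted maximal effect; 0% = uninhibited 1x PFK enzyme wells and -100% = no-enzyme wells; nearly all actives have a fitted effect of over 60% in size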
Target sequence (O15648 whole entry, looked up): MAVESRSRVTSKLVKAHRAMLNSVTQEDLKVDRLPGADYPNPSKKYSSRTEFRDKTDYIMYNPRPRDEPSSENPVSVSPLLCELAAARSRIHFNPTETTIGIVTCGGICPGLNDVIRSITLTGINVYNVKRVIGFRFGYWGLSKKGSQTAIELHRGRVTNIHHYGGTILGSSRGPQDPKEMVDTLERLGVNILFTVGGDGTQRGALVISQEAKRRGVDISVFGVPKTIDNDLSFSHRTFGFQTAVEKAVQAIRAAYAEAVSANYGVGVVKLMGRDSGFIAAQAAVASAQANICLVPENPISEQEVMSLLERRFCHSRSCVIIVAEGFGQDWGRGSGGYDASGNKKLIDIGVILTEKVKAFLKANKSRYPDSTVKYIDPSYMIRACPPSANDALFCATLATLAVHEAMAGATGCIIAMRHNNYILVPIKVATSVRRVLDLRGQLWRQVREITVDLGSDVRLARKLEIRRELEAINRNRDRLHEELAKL
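ADP-Glo luminescence quantified ADP after 45 min at room temperature, with 1.25 nM T. brucei PFK, 0.1 mM ATP and 0.5 mM fructose-6-phosphate in pH 8.0 TEA buffer. qHTS titrations up to 57 µM; curves classified by quality.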
USP2a block = USP2a (human) protease inhibition; USP2 core, Ub-CHOP2 coupled fluorogenic reporter, 485/531; Potency, µM (doses to about 38.3 µM), inactives show top-dose activity change, negative = inhibition, usual class: inhibitors; 330,000 compounds, 0.01% hits; AID 463254;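 further: potency means the concentration at half of the fitted maximal effect; plate controls were DMSO wells for no effect and full inhibition by NEM control for full effect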
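Deubiquitinase activity read as fluorescence (485/531 nm) after Ub-CHOP2 cleavage activates the enterokinase reporter on its substrate; USP2 core 10nM, Ub-CHOP2 and substrate 25nM each, 30min compound preincubation then 60min RT; data normalized to NEM, curves fitted.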
BCR signal inh = chronic active BCR signaling inhibition; ABC-DLBCL IkBa-CBG/CBR reporter, luminescence ratio, 4 h; Potency, µM (titrated, usually from 46.1 µM), inactives show at the highest dose ratio change, negative = lower green/red ratio, hits mostly inhibitors; 340,000 compounds, 0.05% hits; AID 493014; active means well fitted inhibition curve with a large enough effect in the signal ratio, with a control signal flat, not every such curve was filed as active; inconclusive means small, poorly fitted or top-dose-only effect, or effect the other way, or a change in a side signal; the % refers to the signal ratio;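 further: potency means the concentration at half of the fitted maximal effect; plate controls were basal doxycycline-induced cells for no effect and cells given 10 µM MG132 for full effect; MG132 reads +100%, hits lower the ratio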
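TMD8 ABC-DLBCL cells carrying doxycycline-inducible green luciferase fused to IkappaBalpha plus unfused red luciferase were exposed to compounds (up to 46 uM) for 4 hrs at 37C. Activity came from the overlap-corrected green/red luminescence ratio.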
Eya2 inh = inhibitors of human Eya2 phosphatase activity. recombinant Eya2, OMFP fluorescence dephosphorylation (OMFP is methylfluorescein phosphate). 330,000 compounds, 0.006% hits. Potency, µM (doses to about 76.9 µM), without a hit: at the highest dose activity, negative = inhibition, most hits filed as inhibitors. O00167. AID 488837; further: potency means the concentration at half of the fitted maximal effect; on the % scale 0 is the no-effect control and ±100 the full control effect
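Eya2 protein (added as 0.2 uM solution) was preincubated with compound for 10 min at ambient temperature in 50 mM HEPES pH 7.5, 50 mM NaCl, 5 uM MgCl2, 0.05% BSA, 1 mM DTT. OMFP (added at 50 uM) then reacted 10 min; fluorescence read at 485/525 nm.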
TCR activator = T cell receptor activation. primary human leukocytes, anti-CD3, IL-2 HTRF, 48 h. Potency, µM (top dose mostly 9.22 µM), inactives show at the top dose activation of IL-2 secretion, most hits filed as activators. 330,000 tested, under 10 active; further: % of control where 0% means no effect
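TCR engagement came from a-CD3 beads alone, with compounds added to primary human leukocytes for 48 hr. Secreted IL-2 bridged europium cryptate- and d2-labelled anti-IL-2 antibodies, giving FRET emission at 665nm after 320nm excitation.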
Mito fusion yeast = blocks mitochondrial division or promotes mitochondrial fusion; 320,000 compounds, 0.23% hits; Potency, µM (series often up to 46.1 µM), inactives show at the top dose growth rescue (activation), usual class: activators; S. cerevisiae fusion-defective mutant growth rescue, CellTiterGlo 48 h;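 further: potency means the concentration at half of the fitted maximal effect; % of control where 0% means no effect; nearly all actives have a fitted effect of over 45% in size; temperature-sensitive fusion mutants such as fzo1-1 at 37 °C on non-fermentable ethanol glycerol medium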
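Compounds are tested for their ability to restore growth of mitochondrial fusion-defective yeast strains at non-permissive 37C in YPEG medium over 48 hours. Viability is quantified by luciferase luminescence.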
B2AR arrestin = recruits beta-arrestin to the human beta2-adrenergic receptor | P07550 | beta-arrestin recruitment to beta2AR, cell-based reporter | Potency, µM (top dose mostly 46.1 µM), without a hit: at the highest dose activation, usual class: activators | 330,000 compounds, 0.02% hits | AID 492947;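 further: potency means the concentration at half of the fitted maximal effect; 0% = DMSO controls and full agonism = EC100 isoproterenol or metaproterenol; nearly all actives have a fitted effect of over 65% in size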
The depositor's hits bear a star; ? = inconclusive; nt = no result given; [ ] = dose if it differs, or a comment. Unless noted, the call rests on the fitted dose curve; in most records, active means well fitted curve in the direction sought with a large enough effect; inconclusive means small, poorly fitted or top-dose-only effect, or another doubt; inactive means no such curve, though single readings can be large; an effect the other way counts as inactive or inconclusive.

smiles	TSG101-PTAP inh	Tb PFK inh	USP2a block	Mito fusion yeast	TCR activator	TSHR antag	ELG1 repair inh	B2AR arrestin	BCR signal inh	Eya2 inh	uPA generation
CN1CCCN(S(=O)(=O)c2ccc(Cl)c(Cl)c2)CC1	0%	-5%	0%	-6%	2%	-10	-5%	0.0%	6%	-1%	1%
CN(C(=O)COC(=O)CSc1ccc([N+](=O)[O-])cc1)c1ccccc1	-3%	-10%	-2%	-4%	-7%	-16	8%	0.5%	?	7%	3%
N#CC1=C(N2CCOCC2)/C(=C\c2ccccc2)CC1	-4%	0%	3%	7%	0%[46.1 µM]	-1	-26%	-0.4%	0%	-9%	7%
Cc1ccc(C(=O)COC(=O)c2ccc(Cl)c(N)c2)s1	-1%	7%	0%	9%	2%	2	?	-0.3%	5%	-9%	2%
COCc1nnc(NC(=O)CCCCCN2C(=O)c3ccccc3C2=O)s1	-6%	-7%	-2%	4%	4%	3	0%	-0.3%	?	-3%	nt
CC1C/C(=C/c2ccncc2)C(=O)/C(=C/c2ccncc2)C1 (configuration not stated)	0%	3%	-2%	3%	-6%	-35	21µM*	-0.3%	?	-8%	3.5µM*
Cc1cc(C)n2nc(C(=O)OCC(=O)NC(=O)c3ccccc3)nc2n1	-7%	0%	4%	-6%	0%	3	13%	0.0%	0%	13%	-2%
CCOC(=O)c1cc2sc(C)cc2n1CC(=O)N1CCOCC1	-5%	2%	-3%	10%	6%	6	4%	-0.3%	4%	-2%	-3%
COc1ccc(CN(Cc2cccnc2)C(=S)NCCc2ccccc2)cc1OC	-5%	-1%	-13%	-1%	1%	10	?	-1.0%	?	-2%	-1%
Cc1ccccc1Cn1c(=O)n(Cc2ccco2)c(=O)c2ccccc21	-4%	-8%	1%	11%	-2%	1	-18%	-0.4%	4%	1%	6%

Part of the list above in order of heavy-atom count, ascending:
smiles	TSG101-PTAP inh	Tb PFK inh	USP2a block	Mito fusion yeast	TCR activator	TSHR antag	ELG1 repair inh	B2AR arrestin	BCR signal inh	Eya2 inh	uPA generation
Cc1ccc(C(=O)COC(=O)c2ccc(Cl)c(N)c2)s1	-1%	7%	0%	9%	2%	2	?	-0.3%	5%	-9%	2%
CCOC(=O)c1cc2sc(C)cc2n1CC(=O)N1CCOCC1	-5%	2%	-3%	10%	6%	6	4%	-0.3%	4%	-2%	-3%
COCc1nnc(NC(=O)CCCCCN2C(=O)c3ccccc3C2=O)s1	-6%	-7%	-2%	4%	4%	3	0%	-0.3%	?	-3%	nt

Carrying on:
smiles	TSG101-PTAP inh	Tb PFK inh	USP2a block	Mito fusion yeast	TCR activator	TSHR antag	ELG1 repair inh	B2AR arrestin	BCR signal inh	Eya2 inh	uPA generation
CC(=O)N1Cc2ccccc2C(C)CC12CCCC2 (configuration not stated)	-1%	3%	3%	15%	-2%[46.1 µM]	2	?	-0.6%	4%	-15%	-5%
O=C(Nc1ccc(Cl)cc1)/C(=C1\CCCN1)[N+](=O)[O-]	1%	1%	8%	0%	2%	-2	?	-0.8%	11%	-26%	4%
Cc1ccc(C)n1-c1ccc2c(c1)COC2=O	nt	2%	1%	-2%	nt	-1	-10%	-0.3%	5%	8%	nt
Cc1c(NS(=O)(=O)c2ccc3nc(COc4ccccc4Cl)[nH]c3c2)c(=O)n(-c2ccccc2)n1C	-3%	-7%	0%	-2%	-2%	-3	-3%	-0.4%	-15%	-1%	1%
COc1ccc(C(=O)C2CCCN(S(=O)(=O)c3cccc(C)c3)C2)c(C)c1 (configuration not stated)	nt	1%	-9%	-4%	-1%	-39	-12%	0.2%	?	-4%	-6%
O=C(c1cc(C(=O)c2ccco2)cc(C(=O)c2ccco2)c1)c1ccco1	1%	-5%	2%	0%	4%[46.1 µM]	5	15%	0.7%	0%	0%	0%
CC(=O)c1ccc(OCC(=O)NC2CCCCCC2)cc1	0%	-1%	9%	-1%	-5%	-1	?	0.0%	0%	1%	1%
O=C(N/C(=C\c1ccc([N+](=O)[O-])cc1)C(=O)N1CCCCC1)c1ccccc1Br	0%	-1%	4%	0%	-4%[46.1 µM]	1	10%	0.2%	0%	-5%	8%
C[C@H](NC(=O)C1CC(=O)N(c2ccc3c(c2)OCCO3)C1)C(=O)N1CCCCC1 (some centres not stated)	0%	9%	-4%	-18%	2%	-2	0%	0.3%	1%	8%	2%
Cc1ccc(NC(=O)CSc2nnc(COc3ccccc3C)o2)cc1	-1%	-1%	2%	2%	5%	13	6%	-0.7%	?	5%	0%

smiles	TSG101-PTAP inh	Tb PFK inh	USP2a block	Mito fusion yeast	TCR activator	TSHR antag	ELG1 repair inh	B2AR arrestin	BCR signal inh	Eya2 inh	uPA generation
CC1(C)CC(NC(=O)C(Cl)(Cl)Cl)CC(C)(C)N1	-3%	-5%	-1%	-5%	4%[46.1 µM]	-2	-1%	-0.4%	-3%	-1%	3%
CCN1CCc2c(C#N)c(N3CCCCC3)nc(N3CCOCC3)c2C1	-3%	0%	-1%	-13%	-1%	6	-2%	-0.3%	-3%	-5%	-1%
COc1ccc(CNCc2cc3c(C(C)(C)C)nn(-c4ccccc4)c3[nH]c2=O)cc1	1%	-2%	-4%	1%	0%	-5	-14%	0.0%	?	-15%	-24%
Cc1ccccc1-c1nnc(SCC(=O)NC2CCCC2)o1	-3%	-3%	3%	3%	-7%	6	0%	-0.2%	7%	6%	-2%
C=CCn1c(NCCc2ccccc2)nc2c1c(=O)n(C)c(=O)n2C	-1%	-7%	3%	4%	-1%	-18	?	-0.4%	12%	1%	-2%
COc1ccc(-n2nc3c(c2NC(=O)c2ccc(N4C(=O)CCC4=O)cc2)CSC3)cc1	-1%	-8%	-2%	-2%	nt	12	-9%	0.2%	?	5%	5%
O=C(COc1ccc(-c2nnco2)cc1)Nc1c(Cl)cccc1C(F)(F)F	-1%	-6%	2%	7%	1%	4	1%	0.3%	3%	-2%	3%
Cn1c(SCc2nc(-c3ccc(Cl)cc3)no2)nnc1-c1ccco1	-4%	3%	0%	6%	3%	-5	-22%	-0.3%	-12%	-14%	6%
COc1ccc(S(=O)(=O)Nc2c(C)cccc2C)cc1-n1cnnn1	-3%	-3%	0%	0%	0%	-13	0%	-0.3%	?	6%	-1%
O=c1cc(N2CCCCCC2)[nH]c(=O)n1-c1ccc(Cl)cc1	-2%	-2%	2%	1%	-1%	3	9%	-0.6%	-1%	0%	?

smiles	TSG101-PTAP inh	Tb PFK inh	USP2a block	Mito fusion yeast	TCR activator	TSHR antag	ELG1 repair inh	B2AR arrestin	BCR signal inh	Eya2 inh	uPA generation
CC(C)C(OC(=O)CN1C(=O)COc2ccccc21)C(=O)NC1CCCCC1 (configuration not stated)	0%	-1%	1%	3%	0%	-17	-13%	-0.3%	-1%	-10%	5%
O=C(NC1=NCCS1)c1sc2cc(F)ccc2c1Cl	-7%	-6%	-2%	17%	-2%[46.1 µM]	10	?	-0.2%	-11%	-8%	1%
Cc1cc(C)cc(NC(=O)COC(=O)CCCNC(=O)c2ccc(Cl)cc2)c1	-4%	-8%	-1%	-1%	-2%[46.1 µM]	23	17%	0.2%	?	0%	5%
COc1ccccc1N1CCNC(C)C1=O (configuration not stated)	0%	7%	0%	1%	nt	-11	0%	-0.2%	1%	2%	1%
CCc1cc(=O)oc2c(C)c(OCC(=O)NC3CC(C)(C)NC(C)(C)C3)ccc12	-7%	1%	-1%	0%	-1%	3	12%	-0.1%	-6%	9%	-4%
Cn1c(-c2ccc[nH]c2=O)nc2cc(Cl)ccc21	-4%	-1%	1%	0%	1%	6	4%	-0.1%	-14%	-22%	-3%
CCCc1nc(SCC(=O)Nc2cc(C)on2)c2ccccc2n1	-1%	1%	0%	4%	-23%	-14	26µM*	-0.1%	?	-9%	-10%
